MEKK2 mut-MEK5 = signal of MEK5 binding to mutant human MEKK2 PB1 domain | bead flow cytometry, Alexa488-MEK5 binding to MEKK2 mutant | percent response, % at 10 µM | 290,000 compounds, 0.35% hits; in the data active means percent response above about 24%, passing the limit was not always enough; further: inactives centre near 1; some results filed as inactive read as strong as hits
NS3 helicase inh = inhibitors of Hepatitis C virus NS3 helicase. inhibition, % at 10.9 µM. NS3 helicase DNA unwinding, Cy5 molecular beacon fluorescence. 290,000 compounds, 0.56% hits;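 active means inhibition above the mean of all tested compounds plus 3 SD, set per campaign, cut at about 35% in these data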;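 further: 0% = DMSO wells and 100% = thioflavine S control wells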
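Test system: hepatitis C virus NS3 helicase domain fragment enzyme. Also added: annealed dual-labelled DNA beacon duplex, ATP-started. Timing: 60 min unwinding reaction at 25 °C after ATP addition. Technique: Cy5 fluorescence. Measure: % inhibition of unwinding.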
FID counter = counter-screen for HCV NS3 helicase inhibitors: DNA intercalator displacement; DNA fluorescent intercalator displacement, fluorescence; inhibition, % at 7.9 µM; 290,000 compounds, 0.17% hits; AID 1845; in the data active means inhibition above about 37%;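 further: 0% = vehicle and 100% = reference compound; higher means more ethidium bromide displaced from hairpin DNA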
UBC9 SUMO inh = blocks human SUMOylation mediated by UBC9. P63279. HTRF SUMOylation assay, SAE1/SAE2 + UBC9, in vitro. inhibition, % at 35 µM. 290,000 compounds, 0.36% hits. AID 2006; in the data active means inhibition above about 50%, passing the limit was not always enough; further: strong numbers were not always called active
Target sequence (P63279 whole entry, looked up): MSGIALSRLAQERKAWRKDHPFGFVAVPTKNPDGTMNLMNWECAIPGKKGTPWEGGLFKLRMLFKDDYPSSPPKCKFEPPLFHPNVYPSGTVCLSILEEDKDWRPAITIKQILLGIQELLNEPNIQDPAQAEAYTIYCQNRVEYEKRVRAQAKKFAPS
NALP1 inh = blocks the NALP1 inflammasome reconstituted in yeast | S. cerevisiae NALP1/ASC/caspase-1 growth, X-gal OD620, 72 h | inhibition, % at 10 µM | 280,000 compounds, 0.61% hits | AID 2071; in the data active means inhibition mostly above about 24%, no sharp cut-off; inactive means mostly below about 32%; further: some compounds called inactive have numbers as strong as hits
PfM18AAP inh = PfM18AAP enzyme inhibition; recombinant PfM18AAP, H-Glu-NHMec fluorogenic cleavage; inhibition, % at 7.35 µM; 290,000 compounds, 1.2% hits; AID 1822;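 active means inhibition above the campaign mean inhibition over all tested compounds plus 3 SD, cut at about 28% in these data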;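 further: 0% = plate median of test compound wells and 100% = 2 mM ZnCl2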
MEKK2 WT-MEK5 = raises or lowers MEK5 binding to wildtype human MEKK2 PB1 domain; binding response (% of control), % at 10 µM; Q9Y2U5; bead flow cytometry, Alexa488-MEK5 binding to MEKK2 WT; actives lie on both sides; 290,000 compounds, 1.1% hits; in the data active means binding response below about 67% or above about 130%
VIM-2 inhibitor = inhibitors of Pseudomonas aeruginosa VIM-2 metallo-beta-lactamase. purified VIM-2, nitrocefin hydrolysis, epi-absorbance fluorescence. inhibition, % at 5.6 µM. 290,000 compounds, 0.89% hits. AID 1527;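 active means inhibition above the mean of all tested compounds plus 3 SD, cutoff set per screening run, cut at about 7.5% in these data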;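 further: red hydrolysis product quenches plate fluorescence so inhibitors raise well fluorescence; 0% = enzyme with DMSO and 100% = DMSO without enzyme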
IMP-1 inh = blocks Pseudomonas aeruginosa IMP-1 metallo-beta-lactamase; purified IMP-1, nitrocefin hydrolysis, epi-absorbance fluorescence; inhibition, % at 5.6 µM; 290,000 compounds, 0.45% hits; AID 1556;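 active means inhibition above the mean plus 3 SD of all compounds in the same screening run, cut at about 4.5% in these data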;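 further: 0% = IMP-1 with DMSO and 100% = DMSO wells lacking enzyme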
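Assay system: purified IMP-1; Quantity: IMP-1 0.2 nM before substrate addition; Medium: HEPES buffer pH 7.1 with ZnSO4 and Brij 35; Incubation: 15 min enzyme–compound preincubation, then 25 min nitrocefin reaction, 25 °C; Signal: fluorescence quenching readout, ex 480/em 530 nm; Controls: DMSO with and without IMP-1; Repeats: singlicate testing.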
Starred values were filed as active, the others as inactive; . = no result given.

1: N#CCCN(Cc1ccccc1)C(=O)Nc1ccc(F)cc1
2: CC(C)C(=O)Nc1nnc(SCC(=O)Nc2ccc3c(c2)OCO3)s1
3: CCOC(=O)c1c(NC(=O)N/N=C/c2ccccc2OCC)sc(C(C)=O)c1C
4: O=C(NN1C(=O)C2CC=C(Cl)CC2C1=O)c1ccncc1 (stereo not drawn)
5: Cc1cc(NC(=O)c2cc(CC(C)C)on2)no1
6: COC(Cn1c(-c2cccc(S(=O)(=O)N(C)C)c2)n[nH]c1=S)OC
7: O=C(CO/N=C/c1ccccc1OC(F)F)NCc1ccco1
8: O=C(O)CNS(=O)(=O)c1cc(Cl)c(Cl)cc1Cl
entry no.	1	2	3	4	5	6	7	8
MEKK2 mut-MEK5	-28	1	-2	-5	6	-1	0	14
NS3 helicase inh	5	3	3	8	-5	3	-11	1
FID counter	-1	-5	10	-2	0	-4	-6	1
UBC9 SUMO inh	12	-9	9	10	6	8	12	-3
NALP1 inh	16	20	19	-3	31	-20	.	20
PfM18AAP inh	-8	3	-9	-2	5	31*	-8	-4
MEKK2 WT-MEK5	87	104	93	104	111	98	102	106
VIM-2 inhibitor	-2.6	-0.4	-1.9	-1.4	-1.2	-2.2	-0.4	-1.9
IMP-1 inh	-1.3	0.4	-4.0	0.4	-3.3	-5.1	-3.0	-2.8

9: O=C(NC1CCN(S(=O)(=O)c2ccccc2)CC1)c1ccccc1
10: C/C(N)=C(/C#N)C(=O)COC(=O)C1Cc2ccccc2CN1S(C)(=O)=O (stereo not drawn)
11: COCCn1c(SCc2cc(C(C)=O)ccc2OC)nc2cc(Cl)ccc2c1=O
12: CS(=O)(=O)c1ccc2nc(NC(=O)C3=NN(c4ccccc4)C(=O)CC3)sc2c1
13: Cc1cc(O)c(C(=O)/C=C/c2ccccc2)c(=O)o1
14: CC(=O)N1CCc2cc(S(=O)(=O)N3CCc4ccccc4C3)ccc21
15: Cc1oc(-c2ccc(Cl)cc2)nc1CS(=O)CC(=O)NCCN1CCCCCC1 (stereo not drawn)
16: COc1ccc(-n2cnnc2SCC(=O)Nc2cccc(S(=O)(=O)N3CCCCC3)c2)cc1
entry no.	9	10	11	12	13	14	15	16
MEKK2 mut-MEK5	4	-1	-2	-3	-1	5	9	-2
NS3 helicase inh	-2	7	-5	-3	43*	2	-75	-10
FID counter	-12	-13	0	-7	-37	-3	8	-22
UBC9 SUMO inh	0	-1	-29	-12	17	0	6	6
NALP1 inh	12	26	22	.	4	12	1	23
PfM18AAP inh	-1	1	-12	-2	10	0	7	1
MEKK2 WT-MEK5	103	103	96	97	102	113	114	104
VIM-2 inhibitor	-1.2	0.2	0.4	-1.7	-0.6	-1.9	-1.7	-0.4
IMP-1 inh	3.9	-2.0	0.1	-2.4	-0.6	-3.6	-4.1	-0.1

Compound profiles (already shown). Order of values: MEKK2 mut-MEK5 | NS3 helicase inh | FID counter | UBC9 SUMO inh | NALP1 inh | PfM18AAP inh | MEKK2 WT-MEK5 | VIM-2 inhibitor | IMP-1 inh
CS(=O)(=O)c1ccc2nc(NC(=O)C3=NN(c4ccccc4)C(=O)CC3)sc2c1 across the screens: -3 | -3 | -7 | -12 | . | -2 | 97 | -1.7 | -2.4
Cc1cc(O)c(C(=O)/C=C/c2ccccc2)c(=O)o1 across the screens: -1 | 43* | -37 | 17 | 4 | 10 | 102 | -0.6 | -0.6

The list goes on:
17: CCCS(=O)(=O)N1CCC(C(=O)N2CCN(Cc3ccccc3)CC2)CC1
18: COc1ccc(OC)c(-n2c(-c3ccn[nH]3)n[nH]c2=S)c1
19: CCOC(=O)/C(=C\Nc1ccccc1C(F)(F)F)Sc1ncc(C(F)(F)F)cc1Cl
20: COc1ccc2c(C)cc(SC3CCOC3=O)nc2c1 (stereo not drawn)
21: Cc1cccc2c1cnn2C(=O)CCC(=O)NC1CCCCC1
22: Clc1ccccc1OCc1nn2c(-c3ccncc3)nnc2s1
23: CC(C)(C)c1ccc(C(=O)Oc2ccc3c(c2)OCC3=O)cc1
24: COc1ccc(OC)c(NC(=O)c2ccccc2NC(=O)c2ccco2)c1
entry no.	17	18	19	20	21	22	23	24
MEKK2 mut-MEK5	-2	-2	14	-5	3	5	5	0
NS3 helicase inh	-3	1	-2	-2	8	2	24	-3
FID counter	-14	-7	-2	-12	-28	-3	-16	-25
UBC9 SUMO inh	-17	21	2	-4	7	-3	15	-14
NALP1 inh	3	.	0	-2	-2	-3	28	.
PfM18AAP inh	-2	-1	-5	8	0	-3	1	3
MEKK2 WT-MEK5	100	96	104	93	100	106	107	98
VIM-2 inhibitor	-1.0	-0.6	0.1	-1.5	-1.9	-2.6	-4.6	-2.2
IMP-1 inh	0.3	-2.7	-1.6	-1.6	-3.5	-6.9	-4.8	-2.8

25: CCN1CCN(CCCNC(=O)c2ccc3c(c2)NC(=O)c2ccccc2S3)CC1
26: Cc1cccc(C)c1NC(=O)CCS(=O)(=O)c1cccc2nonc12
27: CSCCC(C(=O)Nc1ccc2c(c1)OCO2)N1C(=O)c2ccccc2C1=O (stereo not drawn)
28: CN(C)CC(c1ccccc1)c1ccccc1
29: COc1ccc(OC2OC3COC(C)(C)OC3C(O)C2NC(C)=O)cc1 (stereo not drawn)
30: Cc1ccc(CS(=O)(=O)c2ncc(Cl)c(C(=O)Nc3ccc(OC(F)F)cc3)n2)cc1
31: Cc1ccc(C(=O)N2CCC(C)CC2)cc1NC1=NC2CS(=O)(=O)CC2S1 (stereo not drawn)
32: CCNC(=O)CC1C(=O)N(c2ccc(OC)cc2)C(=O)N1CCOC (stereo not drawn)
entry no.	25	26	27	28	29	30	31	32
MEKK2 mut-MEK5	7	-2	3	5	24*	3	5	1
NS3 helicase inh	-10	10	-4	4	1	-6	11	2
FID counter	10	1	-1	-1	-3	-16	-15	-3
UBC9 SUMO inh	0	-14	-14	16	8	.	-2	4
NALP1 inh	37	-11	13	-2	5	10	3	18
PfM18AAP inh	-14	3	-4	-1	0	-46	-2	-3
MEKK2 WT-MEK5	112	97	113	103	101	104	106	102
VIM-2 inhibitor	-1.3	-4.8	-5.0	-2.0	-4.0	0.0	-3.1	-2.4
IMP-1 inh	-1.5	-4.5	-2.1	-3.0	-3.4	-0.8	-4.6	0.1

33: O=C(c1cc2c(s1)CCCC2)n1cccn1
34: CC1C(=O)CCC1(C(=O)O)c1ccccc1 (stereo not drawn)
35: COc1cccc(N=C2CC(C)(C)CC(=O)/C2=C(/O)c2ccccc2)c1
36: CCOC(=O)c1c(C)[nH]c(C(=O)CN2C(=O)NC(C)(c3ccc(C)cc3)C2=O)c1C (stereo not drawn)
37: CCn1c(SCC(=O)NC2CCCC2)nnc1C(C)NC(=O)c1ccccc1F (stereo not drawn)
38: Cc1oc(/N=C/c2ccc(F)cc2)c(C#N)c1C
39: CCCCSc1nnc(CCC)n1N
40: Cc1cc(NC(=O)c2ccc(Cl)cc2)cc(C)c1OCC(=O)N1CCOCC1
entry no.	33	34	35	36	37	38	39	40
MEKK2 mut-MEK5	3	2	-2	-3	-5	9	-1	3
NS3 helicase inh	-10	2	4	.	9	4	0	-10
FID counter	-1	-1	-4	.	-9	-4	2	-38
UBC9 SUMO inh	18	-8	18	10	-8	4	4	8
NALP1 inh	18	-10	11	13	25	3	8	5
PfM18AAP inh	7	-1	0	.	-1	-5	-2	0
MEKK2 WT-MEK5	100	101	93	99	98	108	95	105
VIM-2 inhibitor	0.3	-0.7	0.4	.	-1.7	-2.1	-1.6	-1.7
IMP-1 inh	-1.7	-5.0	-0.4	.	-1.0	-3.8	-1.1	-3.3

Part of the list above in order of molecular weight, lowest first:
39: CCCCSc1nnc(CCC)n1N
33: O=C(c1cc2c(s1)CCCC2)n1cccn1
35: COc1cccc(N=C2CC(C)(C)CC(=O)/C2=C(/O)c2ccccc2)c1
37: CCn1c(SCC(=O)NC2CCCC2)nnc1C(C)NC(=O)c1ccccc1F (stereo not drawn)
entry no.	39	33	35	37
MEKK2 mut-MEK5	-1	3	-2	-5
NS3 helicase inh	0	-10	4	9
FID counter	2	-1	-4	-9
UBC9 SUMO inh	4	18	18	-8
NALP1 inh	8	18	11	25
PfM18AAP inh	-2	7	0	-1
MEKK2 WT-MEK5	95	100	93	98
VIM-2 inhibitor	-1.6	0.3	0.4	-1.7
IMP-1 inh	-1.1	-1.7	-0.4	-1.0

Additional compounds follow.
41: CCOc1cc(C(N)=O)cc(Br)c1OCc1ccccc1
42: CCOC(=O)C1=C(CNCc2ccc(C)cc2)NC(=O)NC1c1ccc(OC)cc1 (stereo not drawn)
43: O=C1C=C(NCCN2CCOCC2)CC(c2ccccc2)C1 (stereo not drawn)
44: CCOc1ccc(NC(=S)C(C#N)=C2N(C)c3ccccc3N2C)cc1
45: CC(C)N=C(NC#N)SCC(=O)NC(C)(C)C
46: CCOC(=O)C1CCCN(Cc2cn(C)nc2-c2ccc3c(c2)OCCO3)C1 (stereo not drawn)
47: CCSc1nnc(NC(=O)Cc2ccc(OC)cc2)s1
48: COc1cccc(C(=O)N2CCN(Cc3ccccc3C(F)(F)F)CC2)c1
49: O=C(COC(=O)CCc1ccc(S(=O)(=O)N2CCOCC2)cc1)NCc1ccc(Cl)cc1
50: CC1CCCC(NC(=O)CNC(=S)N(Cc2ccccc2)Cc2cccs2)C1C (stereo not drawn)
51: O=c1c(F)cn(C2CCCO2)c(=O)n1Cc1ccc(Cl)cc1 (stereo not drawn)
entry no.	41	42	43	44	45	46	47	48	49	50	51
MEKK2 mut-MEK5	-3	0	1	-4	6	1	-4	13	3	-9	-8
NS3 helicase inh	14	-6	4	5	1	-9	7	-7	-5	10	1
FID counter	-10	-35	-18	-2	-1	-13	-14	-22	-29	-23	-4
UBC9 SUMO inh	-14	-8	-11	-20	18	12	4	-5	-10	-27	-4
NALP1 inh	12	4	15	-4	9	6	-4	-11	0	4	-16
PfM18AAP inh	3	7	1	-3	-12	-5	-5	-3	-6	-4	3
MEKK2 WT-MEK5	94	102	100	97	103	113	96	102	101	95	99
VIM-2 inhibitor	-2.6	-4.1	-1.8	-1.7	0.3	-3.6	-2.0	-3.8	-1.3	-0.8	1.3
IMP-1 inh	-2.5	-3.3	-1.2	-3.3	-2.1	-3.4	-4.7	-0.5	-2.7	-1.4	0.0

Single entries from the list:
In IMP-1 inh, no. 41 has -2.5
In NALP1 inh, no. 43 has 15
